EWS-Fli block = blocks EWS/Fli oncoprotein-driven transcription. A673 NR0B1-luciferase reporter, viability-normalised. AID 651661. inhibition, % at 12.6 µM. 350,000 tested, 0.67% active;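 active = mean inhibition of at least 50% after viability correction, with every replicate also passing that limit; inconclusive = mean reaches 50% but only one of two replicates passes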;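 note: firefly luciferase signal divided by Alamar Blue viability fluorescence both relative to DMSO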
CASP6 VEID inh = blocks human caspase-6 cleavage activity; purified caspase-6, Z-VEID-R110 cleavage fluorescence; inhibition, % at 12.5 µM; AID 686996; P55212; 350,000 tested, 0.53% active;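 active = mean inhibition across replicates at least about 35%, with every replicate also reaching that limit, limit read from the data; inconclusive = only one of the two criteria met; inactive = neither criterion met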;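 note: 0% = median of neutral control wells and 100% = no fluorescence left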
Target sequence (P55212 24-179 limits assumed): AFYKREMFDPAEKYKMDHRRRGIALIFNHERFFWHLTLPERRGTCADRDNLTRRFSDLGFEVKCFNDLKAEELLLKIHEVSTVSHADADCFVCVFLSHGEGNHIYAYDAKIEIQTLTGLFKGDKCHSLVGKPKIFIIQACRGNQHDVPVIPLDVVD
Target sequence (P55212 194-293 limits assumed): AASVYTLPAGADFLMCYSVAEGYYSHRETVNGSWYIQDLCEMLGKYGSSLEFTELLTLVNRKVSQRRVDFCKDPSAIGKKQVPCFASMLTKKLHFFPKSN
PGC1a acetyl inh = lowers PGC1a acetylation signal in U2OS cells; AlphaScreen anti-acetyl-lysine; with virally co-expressed GCN5 acetyltransferase; inhibition, % at 15.6 µM; 350,000 tested, 0.17% active;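 active = every replicate shows inhibition of at least 40%; inconclusive = mean inhibition at least 40% but some replicate below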;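 note: 0% = neutral control wells and 100% = positive control wells; some results beyond the cut were filed as inactive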
FN deposition inh = fibronectin deposition inhibition; 350,000 tested, 0.086% active; inhibition, % at 12.6 µM; AH1F fibroblasts, Alexa488-fibronectin deposition fluorescence, overnight;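 active = mean inhibition across replicates of 30% or more, regardless of how many single replicates reach that level; inconclusive = mean under 30% yet at least half of replicates reach 30%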;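 note: positive control wells lacked labelled fibronectin entirely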
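Assay system: AH1F fibroblasts assembling fluorescent fibronectin matrix; Amount: 10000 AH1F cells per well; Buffer or medium: DMEM, 2% serum; Probe or stimulus: Alexa488-fibronectin, 24 nM final in well; Doses: single compound dose, delivered by pin transfer; Incubation: 1 h adhesion, overnight exposure; Measured by: fluorescence 485/525 nm; Read-out: fibronectin deposition inhibition.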
Cneo AK release = Cryptococcus neoformans lysis via adenylate kinase release; C. neoformans lysis, adenylate kinase release luminescence, 4 h; normalised: neutral wells 0, clomiphene wells 100; 360,000 tested, 0.2% active; lysis activity, % at 15 µM;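 active = mean lysis activity across replicates of at least 80%, whatever share of replicates individually reach that level; inactive = mean lysis activity below 80%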
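Test system: log-phase Cryptococcus neoformans yeast cells. Input: 5 × 10^6 yeast cells/mL. Medium: fresh YPD growth medium. Doses: single dose. Incubation: static 4 h at 37 °C with compound, 1 h detection. Measured by: luminescent adenylate kinase detection reagent. Read-out: signal increase indicating cell lysis. Benchmarks: Clomiphene.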
miR-122 sensor = inhibitors of miR-122 in Huh7 cells | Huh7 miR-122 Renilla luciferase sensor, 48 h; neutral wells = 0, positive control = 100 | activation (reporter increase), % at 12.5 µM | 340,000 tested, 0.3% active;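 active = mean replicate activation score at least 90 and every replicate individually at or above 90; inconclusive = only one of the two criteria met; inactive = neither criterion met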;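 note: higher luciferase means less miR-122 activity so hits act as miR-122 inhibitors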
LGR2 inh = blocks bursicon-induced cAMP signaling via Drosophila LGR2 | AID 720647 | inhibition, % at 9.99 µM | HEK293 LGR2, CRE-luciferase, bursicon-stimulated, 4 h | 380,000 tested, 0.35% active;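 active = drop in luminescence signal, shown as inhibition above about 50% in the replicate tests, limit read from the data, passing the limit was not always enough; inconclusive = probably only some replicates passing the limit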;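 note: agonist challenge used bursicon conditioned medium at about half maximal strength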
PAX8 inh HTS = lowers PAX8-driven luciferase in RMG-I cells; RMG-I TPO-luciferase reporter, SteadyGlo, 24 h; inhibition, % at 12.6 µM; 360,000 tested, 1.2% active;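 active = mean replicate inhibition at least 60% with every replicate also reaching 60%; inconclusive = only one of the two criteria is met; inactive = mean below 60% and not all replicates reaching 60%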;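 note: luciferase light reporting Pax8 driven TPO promoter activity; plate controls were median of neutral control wells for no effect and mitoxantrone controls for full effect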
The depositor's hits bear a star; ? = inconclusive; · = not tested or not shown; [ ] = dose if it differs, or a comment.

SMILES | EWS-Fli block | CASP6 VEID inh | PGC1a acetyl inh | FN deposition inh | Cneo AK release | miR-122 sensor | LGR2 inh | PAX8 inh HTS
COCc1ccc(CN2CCc3c([nH]c4ccccc34)C2CC(C)C)o1 (centres undefined) | 3 | -4 | 4 | -11 | 0 | -4 | 4 | 25
O=C(C[C@@H]1C[C@@H]2c3cc(NC(=O)CC4CC4)ccc3O[C@@H]2[C@H](CO)O1)NCc1ccc2c(c1)OCO2 | -1 | 1 | -5 | 0 | 3 | 4[16.7 µM] | -8 | -10
COc1ccc(CCN2C(=O)CC(N3CCN(C/C=C/c4ccccc4)CC3)C2=O)cc1OC (centres undefined) | 5 | 0 | 2 | 0 | · | · | 8 | 6
C[C@@H]1CN([C@H](C)CO)C(=O)c2ccccc2-c2ccccc2CO[C@@H]1CN(C)Cc1cccc(F)c1 | -4 | -3 | -27 | -8 | -3 | · | 6 | 12
CCNC(=O)C[C@H]1CC[C@H]2[C@H](COc3ccc(NC(=O)c4ccc(F)c(F)c4)cc3C(=O)N2C)O1 | 6 | -2 | 0 | 19 | -3 | 15[16.7 µM] | -6 | -10
c1ccc(COc2ccc(OCCCCN3CCCC3)cc2)cc1 | · | · | · | 5 | 3 | -16 | 8 | -75
O=C(CCc1ccc(S(=O)(=O)NC2CCCCC2)cc1)NCc1cccnc1 | 6 | -1 | -8 | 1 | · | 5 | 10 | 10
CCc1ccc(NC(=O)CSc2nnc(-c3cnccn3)n2Cc2ccco2)cc1 | · | 3 | ? | 8 | · | 11 | 13 | -14
O=C(Nc1ccc2c(c1)OCO2)c1cc(C2CC2)on1 | -75 | 0 | · | -9 | -3 | · | -38 | -166
CCCN1CCC(NC(=S)Nc2cccc(Cl)c2Cl)CC1 | -1 | -13 | 5 | 16 | -1 | 1 | 10 | 3
O=C(c1ccoc1)N1CCN(c2cc(-c3ccncc3)nc3cc(-c4cccc(Cl)c4)nn23)CC1 | 12 | 0 | -26 | -3 | · | -11 | 3 | 34
COc1cccc(-c2ccc3c(c2)[C@H]2[C@H](CCN2S(=O)(=O)c2ccccc2F)[C@H](CO)N3C)c1 | 5 | · | -4 | 1 | -25 | 8[16.7 µM] | 7 | 28
O=C(Nc1ccc2ccccc2c1)c1ccccc1[N+](=O)[O-] | -50 | -1 | 9 | 4 | -2 | · | -44 | -57
CCCNC(=O)N1[C@H](CO)[C@@H](c2ccccc2-c2ccc(OC)cc2)[C@@H]1C#N | -23 | -3 | -1 | -4 | · | · | 9 | -5
CN(C)c1ccc(P(=O)(Nc2ccccc2)N2CCOCC2)c(NC(=O)c2cccs2)c1 (centres undefined) | · | · | · | -1 | -2 | 9 | -12 | 23
Cc1nn(CCc2nn[nH]n2)c2nc(-c3ccc(C4CCCCC4)cc3)cc(C(F)(F)F)c12 | 2 | 23 | · | -5 | · | · | 14 | -1
C[C@@H]1CN([C@H](C)CO)C(=O)c2cc(C#Cc3ccc(F)cc3)cnc2O[C@H]1CN(C)S(C)(=O)=O | -12 | 1 | 5 | 7 | -10 | -9[16.7 µM] | 2 | ·
CC1(C)CC2CC(C)(CN2C(=O)COC(=O)c2ccc(O)cc2O)C1 (centres undefined) | 6 | 32 | 3 | -13 | 0 | 3 | 8 | 8
Fc1ccc(-c2cnc(-c3cccs3)o2)cc1 | · | · | 0 | 4 | 0 | 6 | · | -179
Cc1cc(Cl)ccc1NC(=O)COC(=O)CCNS(=O)(=O)c1ccccc1 | -2 | 3 | -6 | -5 | 1 | -3 | 6 | -9
CC(C)SCCCOc1ccc(C(C)(C)C)cc1 | · | · | 0 | · | 6 | -3 | -51 | ·
O=C(O)c1ccccc1-c1ccccc1C(=O)Nc1cccc(O)c1 | 22 | 0 | 17 | -5 | -29 | -1 | 5 | 1
O=C1CCC(/C=C/c2ccccc2)=NN1Cc1ccc(F)cc1 | -13 | 2 | -7 | 4 | · | · | -12 | 10
CCN1[C@@H]2c3ccc(-c4ccccc4)c(=O)n3C[C@H]1[C@H](CO)[C@H]2C(=O)NCc1ccccc1 | -4 | 1 | · | · | 2 | 9[16.7 µM] | 5 | ·
Cn1c(NC(=O)c2ccc(S(=O)(=O)N3CCCCC3)cc2)cc(=O)n(C)c1=O | · | · | 2 | -5 | -2 | -3 | 2 | 20

Retrieved one by one from the list above, 2 records:
SMILES | EWS-Fli block | CASP6 VEID inh | PGC1a acetyl inh | FN deposition inh | Cneo AK release | miR-122 sensor | LGR2 inh | PAX8 inh HTS
COc1ccc(CCN2C(=O)CC(N3CCN(C/C=C/c4ccccc4)CC3)C2=O)cc1OC (centres undefined) | 5 | 0 | 2 | 0 | · | · | 8 | 6
CC1(C)CC2CC(C)(CN2C(=O)COC(=O)c2ccc(O)cc2O)C1 (centres undefined) | 6 | 32 | 3 | -13 | 0 | 3 | 8 | 8

Structural class: the entries above containing fluorine
SMILES | EWS-Fli block | CASP6 VEID inh | PGC1a acetyl inh | FN deposition inh | Cneo AK release | miR-122 sensor | LGR2 inh | PAX8 inh HTS
C[C@@H]1CN([C@H](C)CO)C(=O)c2ccccc2-c2ccccc2CO[C@@H]1CN(C)Cc1cccc(F)c1 | -4 | -3 | -27 | -8 | -3 | · | 6 | 12
CCNC(=O)C[C@H]1CC[C@H]2[C@H](COc3ccc(NC(=O)c4ccc(F)c(F)c4)cc3C(=O)N2C)O1 | 6 | -2 | 0 | 19 | -3 | 15[16.7 µM] | -6 | -10
COc1cccc(-c2ccc3c(c2)[C@H]2[C@H](CCN2S(=O)(=O)c2ccccc2F)[C@H](CO)N3C)c1 | 5 | · | -4 | 1 | -25 | 8[16.7 µM] | 7 | 28
Cc1nn(CCc2nn[nH]n2)c2nc(-c3ccc(C4CCCCC4)cc3)cc(C(F)(F)F)c12 | 2 | 23 | · | -5 | · | · | 14 | -1
C[C@@H]1CN([C@H](C)CO)C(=O)c2cc(C#Cc3ccc(F)cc3)cnc2O[C@H]1CN(C)S(C)(=O)=O | -12 | 1 | 5 | 7 | -10 | -9[16.7 µM] | 2 | ·
Fc1ccc(-c2cnc(-c3cccs3)o2)cc1 | · | · | 0 | 4 | 0 | 6 | · | -179
O=C1CCC(/C=C/c2ccccc2)=NN1Cc1ccc(F)cc1 | -13 | 2 | -7 | 4 | · | · | -12 | 10

Continuation:
SMILES | EWS-Fli block | CASP6 VEID inh | PGC1a acetyl inh | FN deposition inh | Cneo AK release | miR-122 sensor | LGR2 inh | PAX8 inh HTS
Cc1ccc(S(=O)(=O)Nc2ccc3c(c2)C(=O)N([C@@H](C)CO)C[C@@H](C)[C@@H](CN(C)Cc2ccccc2)OCCCC[C@H](C)O3)cc1 | -2 | · | -7 | 1 | 0 | -6[16.7 µM] | 20 | 25
COc1ccccc1/C=C/C=N/Nc1cccc(C(=O)O)c1 | 18 | 10 | · | -3 | -1 | -3 | -157 | -18
O=C(/C=C/c1ccc(F)cc1)NCCCN1CCN(CCCNC(=O)/C=C/c2ccc(F)cc2)CC1 | 2 | -11 | · | 2 | · | · | 7 | 29
Cc1noc(C)c1NC(=O)N(C)C[C@H]1Oc2ccc(NS(C)(=O)=O)cc2CC(=O)N([C@H](C)CO)C[C@@H]1C | 1 | · | 2 | · | -7 | 28[16.7 µM] | -7 | -11
O=C(c1cccnc1)N1CCCCN2[C@H](CO)[C@H](c3ccc(C#Cc4ccccc4)cc3)[C@H]2C1 | 8 | · | -8 | · | -1 | 5[16.7 µM] | · | 6
CCn1cc(CN2CCCC(C(=O)Nc3ccc(-c4cscn4)cc3)C2)c(C)n1 (centres undefined) | -1 | -3 | 5 | 3 | 2 | -3 | 6 | -4
C[C@@H]1CN([C@@H](C)CO)S(=O)(=O)c2ccc(-c3cccnc3)cc2O[C@H]1CN(C)C(=O)NC1CCCCC1 | 6 | 0 | -7 | 8 | 53 | 5[16.7 µM] | -11 | 7
COc1ccccc1Cn1c(=S)[nH]c2cc(C(=O)N3CCCC3)ccc2c1=O | 2 | 1 | -6 | 9 | 0 | 7 | 5 | 6
CCN(CC)C(=O)c1csc([C@H]2C[C@H](O)[C@@H](CO)O2)n1 | 7 | 13 | -4 | 0 | 2 | -3 | -1 | -8
COc1ccc(NC(=O)N(C)C[C@H]2Oc3ccc(NS(=O)(=O)c4c(C)noc4C)cc3C(=O)N([C@@H](C)CO)C[C@H]2C)cc1 | 2 | -1 | 0 | · | 2 | 1[16.7 µM] | -28 | ·
O=C(COc1ccccc1CNCc1ccccc1)Nc1ccccc1 | · | · | 14 | -1 | · | -6 | -4 | ·
O=C1CC2(CCN(C(=O)COc3ccc(Cl)cc3)CC2)Oc2ccccc21 | 2 | -1 | · | -4 | · | · | 1 | 0
CCOC(=O)NNc1ccccc1 | -5 | -1 | -4 | -5 | · | · | 3 | -1
O=C1Nc2ccccc2C(=O)N(c2ccc3c(c2)OCCO3)C1C(=O)NC1CC1 (centres undefined) | 8 | 0 | · | 8 | · | · | -11 | -24
O=C(Nc1ccc2c(c1)OCCO2)C(C1CC1)N1CCC(Cc2ccccc2)CC1 (centres undefined) | 3 | 0 | -1 | 2 | 1 | -7 | 1 | -11
CC1CC(C)CN(C(=O)c2ccccc2Nc2ccc(SC(F)F)cc2)C1 (centres undefined) | · | · | 20 | 6 | -2 | 3 | · | 10
CCC(CC)C(=O)N(C)c1c(C)nc2c(OCc3ccc(C#N)cc3)cccn12 | 7 | · | -5 | -3 | 0 | 0 | 11 | -22
CCCCCCCCc1nc(SCC(C)=O)n[nH]1 | -14 | 0 | 6 | -5 | · | · | 8 | -5
COc1ccc(-c2nnc3ccc(SC(C(C)=O)C(C)=O)nn23)cc1OC | · | · | 9 | 2 | -2 | -7 | 11 | ·
CCN1CCN(S(=O)(=O)c2ccc(Cl)c(C(=O)N(CC(C)C)C3CCS(=O)(=O)C3)c2)CC1 (centres undefined) | 0 | -1 | 9 | 0 | 5 | 5 | 13 | -17
CCN(CC)CCCN1C=C2C(=O)C(C)(OC(=O)CCC(=O)OC)C(=O)C=C2C=C1C1CC1 (centres undefined) | -16 | -92 | -5 | 0 | 2 | -1 | 2 | 12
CC(=O)c1ccc(N=C2SCCCN2C(=O)C2CCCCC2)cc1 | -25 | -1 | 1 | -4 | · | · | -4 | -24
Cc1cc(N2CCN(C)CC2)nc2ccc(NC(=S)N3CCN(c4ccccn4)CC3)cc12 | -4 | -24 | -8 | 10 | · | 28 | -36 | 12
CCC(=O)N1CCc2cc(S(=O)(=O)NCCC(=O)N3CC=C(c4ccccc4)CC3)ccc21 | · | · | -5 | -1 | 5 | -6 | · | -4
CCCN1CCN(C(=O)Cn2cnc3ccc(S(=O)(=O)N4CCC(C)CC4)cc3c2=O)CC1 | -8 | -1 | -1 | 8 | · | -1 | -5 | 12
CCC(Sc1nccn1C)C(=O)Nc1nnc(C)s1 (centres undefined) | -9 | -3 | 8 | 1 | -2 | -2 | 0 | 6
O=C(O)c1cn(Cc2ccccc2)nc1-c1cccnc1 | -2 | 0 | · | · | · | · | -7 | 6
O=c1c2ccc([N+](=O)[O-])cc2ncn1CCOc1ccc(Cl)cc1 | -3 | 0 | -19 | 8 | -1 | 14 | 0 | 12

Screens: PubChem BioAssay, Broad Institute
